Screening data from PubChem BioAssay.
LAP4 TOR yeast = yeast TOR pathway LAP4-GFP modulation. S. cerevisiae LAP4-GFP multiplex, flow cytometry GFP, 3 h; median GFP as percent of DMSO wells. GFP response vs DMSO, % at 10 µM. 320,000 compounds, 0.34% hits;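 active = GFP response vs DMSO above a set limit, about the screen mean plus 3 SD, cut at about 150% in these data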
procasp3 activ = procaspase-3 (human) activation; P42574; recombinant procaspase-3 D3A, Ac-DEVD-pNA absorbance 405 nm; activation, % at 8.5 µM; 330,000 compounds, 0.11% hits; AID 463141;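 active = activation above the mean of all tested compounds plus 3 SD, cut at about 21% in these data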;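 note: 0% = DMSO alone and 100% = DMSO wells spiked with extra 5 µM PC-3 D3A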
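Test system: Procaspase-3 D3A mutant; medium: Zinc-free HEPES/NaCl buffer with 0.01% Triton X-100 at pH 7.4; reagent: DEVD-pNA substrate; doses: one concentration, 8.5 µM nominal, 0.8% DMSO; times: 1 h preincubation plus 2 h reaction at 25 °C; signal: Epi-absorbance at 405 nm of released p-nitroaniline, 0 and 120 min; replicates: singlicate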
AHR activator = human AHR activation; activation, % at 5 µM; P35869; AHR-responsive luciferase reporter cells, luminescence; 320,000 compounds, 2.5% hits; in the data active = activation above about 47%;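 note: 0% = vehicle wells and 100% = reference agonist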
Target sequence (P35869 whole entry, looked up): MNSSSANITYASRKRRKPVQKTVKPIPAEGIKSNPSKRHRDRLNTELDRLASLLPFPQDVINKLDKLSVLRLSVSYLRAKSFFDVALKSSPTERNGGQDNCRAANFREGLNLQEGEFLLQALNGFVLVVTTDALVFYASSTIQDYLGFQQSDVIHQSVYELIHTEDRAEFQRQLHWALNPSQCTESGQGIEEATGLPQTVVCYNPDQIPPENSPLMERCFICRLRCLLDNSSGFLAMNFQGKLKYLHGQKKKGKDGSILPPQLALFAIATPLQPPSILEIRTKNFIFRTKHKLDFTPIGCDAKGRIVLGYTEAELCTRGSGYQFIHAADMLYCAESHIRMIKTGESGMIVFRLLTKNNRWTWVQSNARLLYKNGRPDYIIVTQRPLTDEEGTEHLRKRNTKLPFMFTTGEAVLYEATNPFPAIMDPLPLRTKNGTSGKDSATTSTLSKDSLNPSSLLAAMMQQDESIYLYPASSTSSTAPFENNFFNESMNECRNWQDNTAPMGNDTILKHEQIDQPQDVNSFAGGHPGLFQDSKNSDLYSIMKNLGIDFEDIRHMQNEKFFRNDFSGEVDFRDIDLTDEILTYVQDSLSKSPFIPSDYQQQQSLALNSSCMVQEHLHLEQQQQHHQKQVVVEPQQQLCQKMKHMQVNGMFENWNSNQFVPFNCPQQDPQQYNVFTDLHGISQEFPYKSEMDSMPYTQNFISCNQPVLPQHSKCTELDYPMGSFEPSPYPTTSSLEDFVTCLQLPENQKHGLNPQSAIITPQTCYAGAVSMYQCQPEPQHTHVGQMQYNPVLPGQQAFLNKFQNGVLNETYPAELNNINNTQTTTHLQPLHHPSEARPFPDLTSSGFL
MEP2 TOR yeast = modulators of TOR pathway MEP2-GFP in S. cerevisiae. S. cerevisiae MEP2-GFP strain, flow cytometry GFP, 3 h; 100% = DMSO control level. GFP response vs DMSO, % at 10 µM. 330,000 compounds, 0.51% hits;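 active = GFP response versus DMSO above a set limit, roughly screen mean plus 3 SD, cut at about 180% in these data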;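 note: median GFP fluorescence of the barcode-gated MEP2-GFP cells per well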
ZTA DNA inh = counter-screen for EBNA-1 inhibitors: inhibitors of Epstein-Barr virus ZTA | 320,000 compounds, 0.15% hits | ZTA-DNA binding, fluorescence polarization | inhibition, % at 11 µM | P03206; in the data active = inhibition above about 33%
RPL19A TOR yeast = alters RPL19A-GFP fluorescence in TOR pathway yeast screen; 330,000 compounds, 0.3% hits; S. cerevisiae RPL19A-GFP strain, flow cytometry, 3 h; stronger effect = lower value; percent response vs DMSO, % at 10 µM;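 active = percent response vs DMSO below 50%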;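 note: median channel GFP fluorescence of the barcoded RPL19A-GFP strain; ratio of sample median GFP to plate DMSO average so 100% = DMSO; lower means less RPL19A-GFP as with rapamycin TOR inhibition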
EBNA-1 inhibitor = blocks EBNA-1 binding to DNA; inhibition, % at 14.8 µM; AID 1950; EBNA-1 DNA binding, fluorescence polarization; 300,000 compounds, 0.34% hits; in the data active = inhibition above about 28%
procasp7 counter = counter-screen: procaspase-7 (human) activation; 330,000 compounds, 0.093% hits; AID 463210; activation, % at 8.5 µM; recombinant procaspase-7, Ac-DEVD-pNA absorbance 405 nm; D23A/D198A/D206A triple mutant, cannot self-cleave; scale: DMSO 0, 5 µM enzyme 100; P55210;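 active = percent activation above the screen-wide mean plus 3 SD, cut at about 25% in these data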
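Assay system: Uncleavable procaspase-7 mutant enzyme / Input: 2 µM procaspase-7 mutant as dispensed / Dosing: single nominal 8.5 µM compound dose, 0.8% DMSO final / Timing: 1 h enzyme–compound preincubation and 2 h substrate reaction, both 25 °C / Detection: p-Nitroaniline absorbance at 405 nm, read at 0 and 120 min / Replication: singlicate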
Starred values were filed as active, the others as inactive; · = no result given.

SMILES	LAP4 TOR yeast	procasp3 activ	AHR activator	MEP2 TOR yeast	ZTA DNA inh	RPL19A TOR yeast	EBNA-1 inhibitor	procasp7 counter
OCC[C@H]1C[C@H](O)[C@@H](O)[C@@]2(OCc3ccccc32)O1	96	-5	0	86	7	89	7	5
CNC(=O)c1ccc(NC(=O)CN2c3cccc4cccc(c34)S2(=O)=O)cc1	107	9	-2	103	2	103	2	-3
COc1ccc(/C=C2/SC(=S)N(CCCC(=O)Nc3ccc(O)cc3)C2=O)cc1OC	89	-19	-6	94	11	97	13	-18
CCN1C(=O)N[C@H](c2ccccc2)C(C(C)=O)=C1C	133	3	1	95	22	99	13	-6
Cn1cnc([N+](=O)[O-])c1C(=O)Nc1cccc([N+](=O)[O-])c1	91	-1	1	101	9	96	0	5
O=C(C[n+]1cc(-c2ccccc2)n2c1CCC2)Nc1nc(-c2ccccc2)cs1	99	7	7	93	-27	100	-14	3
O=C(CSc1nnc(Nc2ccccc2F)s1)NC1CCS(=O)(=O)C1 (stereo unspecified)	103	2	-1	94	·	96	·	12
Cc1ccc(C)c(CN2CCC(CNC(=O)CCc3nnc4ccc(N5CCCCC5)nn34)CC2)c1	100	5	0	106	2	104	0	8
COc1ccc2nc(-c3ccccc3)nc(SCC(=O)NCC3CCCO3)c2c1 (stereo unspecified)	107	7	31	111	-5	111	7	-2
O=c1cc(N2CCN(c3ccc(F)cc3)CC2)[nH]c(=O)n1C1CCCCC1	96	-3	1	98	1	98	2	-5
COc1ccc(C/C(N)=N/OC(=O)Cc2ccccc2)cc1OC	102	3	11	104	7	102	-8	7
CC(=O)c1cccc(NC(=O)C2CCN(S(=O)(=O)c3c(C)n[nH]c3C)CC2)c1	88	-8	6	90	1	89	2	11
CC(C)(C)OC(=O)CN1C(=O)NC(Cc2c[nH]c3ccccc23)C1=O (stereo unspecified)	101	1	2	101	-2	93	2	-10
Cn1c(NCCN2CCCCC2)cc(=O)n(C)c1=O	109	-2	2	112	-5	100	5	-1
CCOC(=O)C1CCN(C(=O)CSc2ccccc2)CC1	102	2	2	103	-2	103	3	-1
Cc1c(NC(=O)C(C)Oc2cccc(F)c2)c(=O)n(-c2ccccc2)n1C (stereo unspecified)	102	3	6	104	·	100	·	-8
CCOc1cc2c(cc1OCC)C(c1ccc(OC)cc1)N(c1ccccc1)C(=O)C2 (stereo unspecified)	88	-1	1	89	7	102	4	-6
CCCCn1c(SCC(=O)OC)nc2c1c(=O)n(C)c(=O)n2C	92	7	0	94	10	98	2	-5
O=C(N/N=C/c1ccncc1)c1ccc2c(c1)OCO2	85	2	26	92	-2	88	2	-7
CCN(CC(=O)NC(C)(C)C)Cc1cc(=O)n2c(-c3ccccc3)csc2n1	113	1	21	101	10	99	0	3
CC(c1n[nH]c(=S)n1-c1ccc(Cl)cc1)N(C)C (stereo unspecified)	100	-6	-1	102	-7	96	-20	-9
Cc1cc(C)cc(N(C(=O)Cc2cccs2)C(C(=O)NC2CCCCC2)c2ccccn2)c1 (stereo unspecified)	101	3	1	106	9	107	6	6
CCOC(=O)c1c(C)nn(-c2ncccc2NC(=O)CCC(=O)O)c1C	96	1	-1	100	-11	89	-9	7
CC(C)(C)C1=NN=C2c3ccccc3C(=O)C21 (stereo unspecified)	98	-2	2	106	-1	100	-3	5
Cc1ccc(-n2nnnc2SCC(=O)N2c3ccccc3NC(=O)C2(C)C)cc1	102	6	1	102	-13	99	3	12
COc1ccc(CN(C)CC(O)COC(c2ccccc2)c2ccccc2)c(OC)c1OC (stereo unspecified)	100	8	-2	108	-10	109	7	9
COCCNC(=O)/C(C#N)=C/c1ccccc1Br	121	8	2	89	-2	96	-4	7
COc1ccc(NC(=O)c2ccccn2)cc1	95	2	2	103	0	100	-5	3
O=C(Cn1cnc2c(nnn2Cc2ccc(F)cc2)c1=O)NCc1ccccc1	112	3	-1	94	6	97	4	8
Cn1c(=O)oc2cc(S(=O)(=O)Nc3ccc(Cl)cc3)ccc21	95	4	1	110	5	102	6	5

4 entries drawn at random from the list so far, as already listed:
SMILES	LAP4 TOR yeast	procasp3 activ	AHR activator	MEP2 TOR yeast	ZTA DNA inh	RPL19A TOR yeast	EBNA-1 inhibitor	procasp7 counter
CC(c1n[nH]c(=S)n1-c1ccc(Cl)cc1)N(C)C (stereo unspecified)	100	-6	-1	102	-7	96	-20	-9
CCCCn1c(SCC(=O)OC)nc2c1c(=O)n(C)c(=O)n2C	92	7	0	94	10	98	2	-5
COc1ccc(NC(=O)c2ccccn2)cc1	95	2	2	103	0	100	-5	3
Cc1c(NC(=O)C(C)Oc2cccc(F)c2)c(=O)n(-c2ccccc2)n1C (stereo unspecified)	102	3	6	104	·	100	·	-8

For reference, 3 of the compounds above:
SMILES	LAP4 TOR yeast	procasp3 activ	AHR activator	MEP2 TOR yeast	ZTA DNA inh	RPL19A TOR yeast	EBNA-1 inhibitor	procasp7 counter
COc1ccc(NC(=O)c2ccccn2)cc1	95	2	2	103	0	100	-5	3
O=C(Cn1cnc2c(nnn2Cc2ccc(F)cc2)c1=O)NCc1ccccc1	112	3	-1	94	6	97	4	8
Cn1c(=O)oc2cc(S(=O)(=O)Nc3ccc(Cl)cc3)ccc21	95	4	1	110	5	102	6	5

(continued)
SMILES	LAP4 TOR yeast	procasp3 activ	AHR activator	MEP2 TOR yeast	ZTA DNA inh	RPL19A TOR yeast	EBNA-1 inhibitor	procasp7 counter
Cc1ccc2cc(C=C(C#N)C#N)c(N3CCCCC3)nc2c1	102	-7	21	91	10	96	-19	4
CCS(=O)(=O)N1CCC(C(=O)Nc2cc(Cl)ccc2O)CC1	101	0	5	107	-11	105	-2	17
Cc1cccc(N2C(=O)N3[C@H](c4ccc(Cl)cc4)[C@@H]4C(=O)N(C5CCCCC5)C(=O)[C@@H]4[C@]3(Cc3ccc(Cl)cc3)C2=O)c1	92	2	2	103	7	100	0	-4
CN(C(=S)NC(=O)C1CC1)c1ccc(O)cc1	88	-14	3	100	-3	98	·	-23
Cc1ccccc1OCC(=O)NS(=O)(=O)c1ccc(Cl)cc1	93	-1	-1	97	1	102	-8	19
O=C(CN1CCc2ccccc2C1)Nc1ccc(Br)cc1	95	-3	2	96	-12	98	5	-4
COc1cc(NC(=O)c2cccc3c2C(=O)N(Cc2cccnc2)C3)cc(OC)c1OC	95	7	0	98	-1	96	3	1
CC(C)(C)NC(=O)COC(=O)c1ccc(S(=O)(=O)N2CCCC2)cc1	105	-1	-1	105	20	111	3	15
COc1ccc(N2C(=O)NC3CC2(C)Oc2ccccc23)cc1 (stereo unspecified)	112	11	3	95	-7	93	2	5
CN1CCN(c2ccc(NC(=S)NC(=O)c3cccc4ccccc34)cc2)CC1	90	-1	1	95	-11	94	-11	-7
Cc1ccc(C)n1C1CCS(=O)(=O)C1 (stereo unspecified)	109	2	4	101	3	111	-1	-12
COCCn1c(SCC(=O)Nc2ccc(F)cc2)nc2ccccc2c1=O	91	7	1	98	-4	98	2	-6
COc1ccc(/C=C2/SC(=O)N(CCCCCC(=O)Nc3ccccc3C(=O)O)C2=S)cc1	103	8	-7	99	-10	100	7	-2
COc1ccc(C(=O)NCCn2nc(C)cc2C)cc1OC1CCN(C(C)=O)CC1	102	0	-6	110	-1	106	7	10
O=C(NCCc1ccccn1)C(F)(F)C(F)(F)C(F)(F)C(F)(F)C(F)(F)C(F)(F)C(F)(F)C(F)F	118	4	1	139	-1	97	1	7
COc1ccc(-c2nn(-c3ccccc3)cc2C(=O)N(C)CC(=O)Nc2ccc(N3CCOCC3)cc2)cc1	98	6	3	100	9	97	-12	3
Cc1ccc(C2C3=C(CCCC3=O)OC3=C2C(=O)CCC3)cc1	99	4	-2	109	7	104	-2	4
CCCCC(C(=O)NC1CCCC1)N(Cc1ccco1)C(=O)Cn1nnc(-c2ccc(F)cc2)n1 (stereo unspecified)	101	2	0	103	-4	95	7	2
NS(=O)(=O)c1ccc(NC(=O)CN2CCc3ccccc32)cc1	108	2	12	102	15	98	-4	5
Fc1ccccc1Nc1nc2ccccc2o1	99	-1	5	108	6	113	6	-4
CC(=O)N/C(=N\OCc1ccccc1Cl)c1nonc1NC(C)=O	101	5	-1	107	8	104	3	7
CC(=O)c1cccc(NC(=S)NCCCCc2ccccc2)c1	101	-6	8	108	-8	102	-8	9
COC(=O)c1ccc(CSc2ncnc3c2nnn3-c2ccc(OC)cc2)o1	108	7	-2	101	5	100	-1	2
CCN(CC)c1ccc(/C=N/NC(=O)Cc2cccs2)cc1	100	7	25	104	-2	100	6	8
Cc1ccc(NC(=O)CCC(=O)NNC(=O)c2cccc([N+](=O)[O-])c2)cc1C	97	6	27	99	-8	98	-12	7
CCOC(=O)c1c(C)nc2sc3c(=O)n(-c4ccc(C(C)=O)cc4)nnc3c2c1-c1ccc(OC)cc1	100	-73	5	101	-7	97	-6	1
O=C(CSc1ncnc2nc[nH]c12)Nc1nnc(SCc2ccc(Cl)c(Cl)c2)s1	110	-6	-3	104	-4	118	0	-2
Fc1ccc(NC(=S)N2CCN(c3ncccn3)CC2)cc1	97	3	0	105	-17	103	2	-11
CC(C)(C)c1ccc(/C=N/NC(=O)Cc2c[nH]c3ccccc23)cc1	97	11	15	93	-10	97	-8	2
CCN(CC)C(CNS(=O)(=O)c1ccc(Cl)cc1)c1ccccc1 (stereo unspecified)	94	2	2	93	2	98	-6	10
COc1ccc(NC(=O)C(CCSC)NC(N)=O)cc1Cl (stereo unspecified)	99	-7	1	104	-5	96	6	7
CCCn1c(SCC(=O)Nc2nc(C)cs2)nnc1-c1cccnc1	98	-3	9	103	-13	97	2	-3
Cc1cc(NS(=O)(=O)c2ccc(NC(=S)Nc3ccc(Cl)cc3C)cc2)no1	105	2	-1	96	-1	96	10	-6

In the list so far, 2 contain a COOH group.
SMILES	LAP4 TOR yeast	procasp3 activ	AHR activator	MEP2 TOR yeast	ZTA DNA inh	RPL19A TOR yeast	EBNA-1 inhibitor	procasp7 counter
CCOC(=O)c1c(C)nn(-c2ncccc2NC(=O)CCC(=O)O)c1C	96	1	-1	100	-11	89	-9	7
COc1ccc(/C=C2/SC(=O)N(CCCCCC(=O)Nc3ccccc3C(=O)O)C2=S)cc1	103	8	-7	99	-10	100	7	-2
